# HTT cytoprotect = protects HTT-Q103 PC12 cells, measured by ATP. Potency, µM (top dose mostly 56.4 µM), inactives show cytoprotection (ATP increase), most hits filed as activators. AID 1471. PC12 HTT-Q103 induced, cytoprotection, ATP luminescence, 40 h. hit rate 0.14% among 230,000;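 also: % of control where 0% means no effect; nearly all actives have a fitted effect of over 45% in size; toxic huntingtin expression switched on by the ecdysone agonist tebufenozide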
#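 Quantitative HTS on tebufenozide-induced (100 nM) PC12 cells expressing HTTQ103 exon 1–GFP; compounds tested as a concentration series; survival measured via cellular ATP.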
# IMPase Li inh = membrane-permeable IMPase blocker, potentiated with lithium | CHO-M1 cells, IP1 TR-FRET (IP-One), carbachol + lithium | hit rate 0.35% among 210,000 | Potency, µM (series often up to 59.4 µM), without a hit: at the top dose activity, negative = IMPase inhibition, most hits filed as inhibitors | AID 1457;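 also: IP1 builds up when IMPase is blocked and the TR-FRET signal falls; plate controls were basal vehicle for no effect and high inhibitor control for full effect; nearly all actives have a fitted effect of over 50% in size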
#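 CHO-M1, 2000 cells/well, 16–30 h culture; cpd + low Li+, 30 min 37C; lysis with d2-IP1/Eu-anti-IP1 Ab, 10 min RT; TR-FRET 665/620 ratio and 620 channel; AC50 via Hill.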
# GAA inh = alpha-glucosidase (human) inhibition; P10253; purified human GAA, 4-MU-alpha-glucoside fluorescence; Potency, µM (doses to about 76.9 µM), for the others: top-dose activity change, negative = inhibition, usual class: inhibitors; hit rate 0.005% among 200,000;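 also: plate controls were uninhibited enzyme wells for no effect and no-enzyme background for full effect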
#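 Enzyme (4 nM final) mixed with compound (up to 77 uM), then 4-MU-alpha-D-pyranoside (400 uM final) added; 20 min at room temperature, pH 5.0. Reaction stopped at pH 10, fluorescence read, AC50 derived by Hill fit.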
# GAA spleen mod = inhibitors or activators of human alpha-glucosidase in spleen homogenate. human spleen homogenate, 4-MU-alpha-glucoside fluorescence. Potency, µM (titrated, usually from 79.9 µM), for inactives: top-dose activity change, negative = inhibition, actives largely listed as inhibitors. hit rate 0.006% among 240,000. AID 2112;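 also: 0% = enzyme with vehicle and -100% = no enzyme basal signal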
#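 Enzyme source: human spleen homogenate, 1 ug/well. Buffer 50 mM citric acid/K phosphate pH 5.0, 0.01% Tween-20. 4-MU-alpha-glucoside 1 mM; 37 C x 40 min; NaOH/glycine stop; fluorescence.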
# RGS12 GoLoco inh = blocks human Gai1 binding to RGS12 GoLoco peptide, red readout; P63096; Gai1:RGS12 GoLoco peptide FP, rhodamine, 10 min; Potency, µM (top dose mostly 61.6 µM), for inactives: top-dose activity, negative = inhibition, usual class: inhibitors; hit rate 0.44% among 230,000; AID 880; active = well fitted inhibition curve with a large enough effect, not every such curve was filed as active; inactive = no such curve, though single readings can be large or run the other way; also: % is scaled to controls: 0 for no effect and ±100 for the full control effect; nearly all actives have a fitted effect of over 30% in size; many of its hits are not listed in these tables
# Target sequence (P63096 whole entry, looked up): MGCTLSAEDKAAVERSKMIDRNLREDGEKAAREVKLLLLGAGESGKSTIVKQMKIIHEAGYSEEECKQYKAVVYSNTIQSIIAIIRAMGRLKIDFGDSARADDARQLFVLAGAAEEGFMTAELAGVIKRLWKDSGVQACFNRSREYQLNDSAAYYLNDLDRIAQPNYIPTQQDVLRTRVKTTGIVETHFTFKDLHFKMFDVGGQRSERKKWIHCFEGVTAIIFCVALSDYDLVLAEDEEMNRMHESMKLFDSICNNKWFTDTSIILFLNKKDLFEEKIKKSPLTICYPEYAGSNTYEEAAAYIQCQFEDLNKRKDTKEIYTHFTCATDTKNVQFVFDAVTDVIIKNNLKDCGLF
# GAA glycogen mod = alters human alpha-glucosidase cleavage of glycogen; Potency, µM (series often up to 76.4 µM), for the others: top-dose activity change, negative = inhibition, most hits filed as inhibitors; AID 2100; recombinant GAA, glycogen substrate, Amplex Red glucose oxidase fluorescence; P10253; hit rate 0.38% among 300,000;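 also: 0% = full enzyme reaction and -100% = no-enzyme basal signal; the screen sought inhibitors and activators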
#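 qHTS, 1536-well; enzyme 4 nM final; cpd up to 77 uM; substrate bovine liver glycogen 30 ug; 50 mM citrate/phosphate pH 5.0, 0.01% Tween-20; 37 C, 40 min; Amplex Red detection 45 min RT; Hill fit → AC50.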
# HTT aggregate = inhibitors of mutant huntingtin aggregate formation in PC12 cells. hit rate 1.1% among 220,000. AID 1688. PC12 HttQ103-GFP aggregates, Acumen cytometry, 40 h. Potency, µM (highest dose often 46.1 µM), for the others: at the highest dose activity change, negative = inhibition, actives largely listed as inhibitors; also: % is scaled to controls: 0 for no effect and ±100 for the full control effect; nearly all actives have a fitted effect of over 60% in size
#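 Read-out: GFP aggregate count by laser scanning cytometer (488 nm excitation, 500-530 nm emission, 1–25 µm objects >6 SD above background). Cells: PC12, inducible HTTex1-Q103-GFP, 100 nM tebufenozide; compounds titrated.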
# Active calls of the source: *; ? = inconclusive; / = not tested or not shown; & = joins results of further samples; [ ] = remark or other dose. Unless noted, calls follow the shape of the dose curve; as a rule, active = well fitted curve in the direction sought with a large enough effect; inconclusive = small, poorly fitted or top-dose-only effect, or another doubt; inactive = no such curve, though single readings can be large; an effect the other way counts as inactive or inconclusive. Potency is read from the fitted curve at half-maximal effect. Some of the compounds tested (hit frequency here may not be typical).
1	COC(=O)c1[nH]c2ccc(C)cc2c1NS(=O)(=O)c1ccc(F)c(C)c1
2	CCCCCCN(C(=O)CCCCCN1C(=O)NC(c2ccc(-c3ccccc3)cc2)C(C(=O)OCc2ccccc2)=C1C)C(C(=O)NCCCC)c1ccccc1 (centres undefined)
3	CC(C)OC(=O)c1cccc(C(=O)Oc2ccccc2)n1
4	COC(=O)c1ccc(SCC(=O)NC2CCCC2)c([N+](=O)[O-])c1
5	CN1CCC(NC(=O)Cc2c(F)cccc2Cl)CC1
6	O=C(NC1=NCCS1)c1cc(-c2cccnc2)nc2ccccc12
7	Cc1cc(C(=O)CSc2nc(N)cc(=O)[nH]2)c(C)n1-c1ccc(OC(F)F)cc1
8	CCN(CC)C(=O)c1ccccc1NS(C)(=O)=O

Screen / compound no.	1	2	3	4	5	6	7	8
HTT cytoprotect	-13%	-11%[10 µM]	-15%	24%[10 µM]	7%[0.074 µM]	-54%[inhibitor]	-144%[inhibitor]	4%[10 µM]
IMPase Li inh	28%[38.3 µM]	-14%	-6%[38.3 µM]	2%	2%	2%	18%	4%
GAA inh	3%	/	6%	-10%	1%	1%	5%	-5%
GAA spleen mod	6%	12%&0%	3%	-4%	3%	-2%	2%	5%
RGS12 GoLoco inh	24%	4%&5%	-10%	0%	11%	4%	8%	-11%
GAA glycogen mod	18µM*	4%	7%	9%	-5%	-7%	3%	-5%
HTT aggregate	9%	?	-4%	1%	26%	-33%	?	-5%[9.22 µM]

9	CCc1n[nH]c(=S)n1/N=C/c1ccc(NC(C)=O)cc1
10	O=C(Nc1cccnc1)c1ccc2c(c1)C(=O)N(CC1CCCO1)C2=O (centres undefined)
11	CCOC(=O)C(C)Oc1ccc(C2NC(=O)NC(C)=C2C(=O)Nc2ccccc2C)cc1 (centres undefined)
12	COc1ccc(CCNc2ncnc3c2[nH]c2cc(OC)c(OC)cc23)cc1OC
13	CC/C(Cc1ccccc1)=N/NC(=O)c1cccc(Br)c1
14	Nc1nc(N2CCN(C/C=C/c3ccccc3)CC2)nc2ccccc12
15	Cc1ccc(-c2ccc([C@H]3[C@H]4C=CC[C@@H](C)[C@@H]4C(=O)N3Cc3ccccc3)c(F)c2)cc1
16	CCN(C(=O)COC(=O)c1cc(NS(=O)(=O)c2ccc(Cl)c([N+](=O)[O-])c2)ccc1O)C1CCCCC1

Screen / compound no.	9	10	11	12	13	14	15	16
HTT cytoprotect	-37%	-1%[10 µM]	-2%[0.074 µM]	8%[10 µM]	/	-2%[0.074 µM]	5%[10 µM]	-27%[10 µM]
IMPase Li inh	-4%	1%	19%[38.3 µM]	/	-1%	20%	/	5%
GAA inh	-13%	9%	-13%	-4%[15.4 µM]	-4%	-4%	/	-1%
GAA spleen mod	5%	3%	-10%	-4%	0%	-6%	-11%	2%
RGS12 GoLoco inh	5%	5%	21%	13%	-3%	1%	1%	2%
GAA glycogen mod	?	-10%	2%	-2%	0%	-5%	-3%	-28%
HTT aggregate	-6%	15%	1%	-19%[9.22 µM]	-10%	-19%	-31%[9.22 µM]	?

17	CCc1ccccc1NC(=O)CN(c1ccc(OC)cc1OC)S(=O)(=O)c1ccccc1[N+](=O)[O-]
18	Fc1cc(F)cc(NC(=S)Nc2ccccc2N2CCOCC2)c1
19	Cc1ccc(C)c(N(CC(=O)Nc2ccccc2C(=O)NCc2ccco2)S(=O)(=O)c2ccccc2)c1
20	S=C(NCc1ccccc1)NNc1ccccc1
21	Cc1ccc(S(=O)(=O)NC2CCCc3ccccc32)cc1C (centres undefined)
22	CC(/C=N/NC(=O)c1ccccn1)=C\c1ccco1
23	COc1ccccc1N(CC(=O)NC(C)(C)C)C(=O)c1ccc(Cl)nc1
24	COc1ccc(C(=O)Nc2cnn(Cc3c(F)cccc3Cl)c2)cc1OC

Screen / compound no.	17	18	19	20	21	22	23	24
HTT cytoprotect	6%[10 µM]	16%	7%[10 µM]	-12%	11%[10 µM]	-39%[10 µM]	15%[10 µM]	9%[10 µM]
IMPase Li inh	16%	3%	10%	-3%	6%[38.3 µM]	/	4%	/
GAA inh	/	?	-5%	-5%	1%	/	3%	/
GAA spleen mod	-2%	4%	1%	0%	-6%	-6%	5%	0%
RGS12 GoLoco inh	8%	16%	11%	3%	-6%	10%	-2%	5%
GAA glycogen mod	1%	-17%	3%	-29%	-5%	-19%	9%	1%
HTT aggregate	7%[9.22 µM]	-7%[9.22 µM]	29%	-18%	?	8%[9.22 µM]	-3%[9.22 µM]	-11%[9.22 µM]

25	CC1CCCCC1N1CCN(C(=O)c2cccc(F)c2)CC1 (centres undefined)
26	COCc1cc(C(C)=O)ccc1OC
27	Fc1ccc(NC(=S)Nc2nccs2)cc1
28	COc1ccc(C(=O)Nc2ccc(S(=O)(=O)Nc3onc(C)c3C)cc2)cc1OC
29	CC1C2Cn3c(nc4ccccc43)C1N(C(C)C)O2 (centres undefined)
30	COc1cc(/C=C(\C#N)c2nc3c(s2)CC(C)CC3)ccc1O (centres undefined)
31	O=C(/C=C/c1ccc(OCc2c(F)cccc2Cl)cc1)N1CCOCC1
32	CS(=O)(=O)N1CCc2cc(NC(=O)c3ccc(Cl)cc3Cl)ccc21

Screen / compound no.	25	26	27	28	29	30	31	32
HTT cytoprotect	-5%[10 µM]	12%	-51%[inhibitor]	4%[10 µM]	-7%[10 µM]	-53%[inhibitor]	2%	-2%[10 µM]
IMPase Li inh	22%[38.3 µM]	22%[38.3 µM]	0%	9%[38.3 µM]	/	-3%[38.3 µM]	24%	5%
GAA inh	-10%	-5%	-4%	-3%	/	-2%	-20%	-5%
GAA spleen mod	-2%	-1%	/	-6%	-5%	-10%	-9%	-9%
RGS12 GoLoco inh	-4%	-11%	30%[activator]	8%	11%	69%[activator]	18%	5%
GAA glycogen mod	5%	2%	?	11%	2%	-12%	-6%	7%
HTT aggregate	16%	7%	?	8%	?	3%	32%	3%

33	O=C(CN(C(=O)Cn1nnc(-c2cccs2)n1)c1ccc2c(c1)OCCO2)NC1CCCCC1
34	COc1ccc(Br)cc1S(=O)(=O)NCCN1CCOCC1
35	Cc1ccc2nc(NCCCO)nc(-c3ccccc3)c2c1
36	O=C(C1=C[C@H](c2ccc(C(F)(F)F)cc2)C[C@H](OCc2ccc(CO)cc2)O1)N1CCN(Cc2ccccc2)CC1
37	C/C(=N\NC(=S)NCc1ccccc1)c1cccc(Br)c1
38	CC(C)CCC(O)(CCC(C)C)C(=O)NNc1ccccc1
39	CSCc1nnc(NC(=O)c2ccc(S(=O)(=O)N(CC(C)C)CC(C)C)cc2)o1
40	Cc1ccccc1Nc1nc(N)nc(CN2CCN(Cc3ccc4c(c3)OCO4)CC2)n1

Screen / compound no.	33	34	35	36	37	38	39	40
HTT cytoprotect	-9%	-1%[10 µM]	-6%[10 µM]	6%[10 µM]	-21%	/	-60%[inhibitor]	21%[10 µM]
IMPase Li inh	5%[38.3 µM]	3%	7%[38.3 µM]	10%	18%	4%	16%[38.3 µM]	10%
GAA inh	-4%	13%	11%	/	-7%	-3%	3%	-11%
GAA spleen mod	3%	0%	6%	-5%	-1%	3%	-6%	11%
RGS12 GoLoco inh	-2%	-4%	1%	2%	4%	2%	9%	10%
GAA glycogen mod	-1%	11%	9%	-4%	-16%	-2%	3%	-5%
HTT aggregate	24%	16%	-11%	13%[9.22 µM]	9%	8%	10µM*	9%[9.22 µM]

41	N#Cc1ccccc1NC(=O)COC(=O)CCc1ccc(S(=O)(=O)N2CCCCC2)cc1
42	Cc1ccsc1/C=N/n1c(-c2cc(-c3ccccc3)n[nH]2)n[nH]c1=S
43	CCCN(CCC)CCCNC(=O)c1nn(-c2cccc(OC)c2)c(=O)c2ccccc12
44	COc1ccccc1N1CCN(C(=O)c2oc3ccccc3c2C)CC1
45	Cc1cccnc1NS(=O)(=O)c1cccc([N+](=O)[O-])c1
46	Cc1cc(NC(=O)CN2CCCC(C)C2)no1 (centres undefined)
47	COc1cc(/C=C(\C#N)C(=O)Nc2cccnc2)ccc1OC(C)C
48	CCSC1=NC(C)(C)C=C(/C=C/c2ccc(Cl)cc2Cl)N1

Screen / compound no.	41	42	43	44	45	46	47	48
HTT cytoprotect	-4%[10 µM]	-36%[10 µM]	-30%	8%	/	-3%[10 µM]	15%[10 µM]	1%[10 µM]
IMPase Li inh	-10%	/	10%	5%[38.3 µM]	2%	3%	-5%	20%[38.3 µM]
GAA inh	-2%	8%[15.4 µM]	-5%	-7%	7%	1%	-2%	?
GAA spleen mod	-5%	4%	-3%	-9%	-7%	-5%	0%	-1%
RGS12 GoLoco inh	-37%	16%	3%	7%	0%	14%	-4%	29%
GAA glycogen mod	-13%	-1%	-5%	-2%	-8%	3%	8%	1%
HTT aggregate	13%	-17%[9.22 µM]	3%	7%	-9%	-7%[9.22 µM]	3%	?

49	COc1ccc(N2CSC3=C(C#N)C(c4cc(OC)ccc4OC)CC(=O)N3C2)c(OC)c1 (centres undefined)
50	O=S(=O)(c1ccccc1)N(CC(O)CN1CCCCC1)c1ccccc1 (centres undefined)
51	O=C(Nc1ccc2c(c1)OCO2)C(c1ccc(Cl)cc1)N1CCN(C(=O)c2ccco2)CC1 (centres undefined)
52	O=C(Nc1nnc(C2CC2)s1)c1cc(S(=O)(=O)N2CCN(c3ccccc3)CC2)ccc1Cl

Screen / compound no.	49	50	51	52
HTT cytoprotect	-27%	-12%	14%[10 µM]	-15%
IMPase Li inh	10%[38.3 µM]	12%[38.3 µM]	40%[activator][38.3 µM]	7%[38.3 µM]
GAA inh	-8%[15.4 µM]	-8%	-5%	-3%
GAA spleen mod	-8%	10%	-1%	3%
RGS12 GoLoco inh	-13%	12%	9%	17%
GAA glycogen mod	-1%	-16%	-6%	-6%
HTT aggregate	-6%	4%	-3%	-12%

# Profiles from above. Order of values: HTT cytoprotect | IMPase Li inh | GAA inh | GAA spleen mod | RGS12 GoLoco inh | GAA glycogen mod | HTT aggregate
# O=C(Nc1ccc2c(c1)OCO2)C(c1ccc(Cl)cc1)N1CCN(C(=O)c2ccco2)CC1 (centres undefined) reads 14%[10 µM] | 40%[activator][38.3 µM] | -5% | -1% | 9% | -6% | -3%
# O=S(=O)(c1ccccc1)N(CC(O)CN1CCCCC1)c1ccccc1 (centres undefined) reads -12% | 12%[38.3 µM] | -8% | 10% | 12% | -16% | 4%

# Compound activity from PubChem BioAssay.
